Screens deposited in PubChem by several laboratories.
Fibroblast inh: antiproliferative effect on LL 47 fibroblasts – human, LL 47 cells, CellTiter-Glo luminescence, primary screen; viability, % at 10 µM; LL 47 human lung fibroblast viability, ATP luminescence; hits give low values; actives 1.1% (n = 85,000);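 active = viability at or below 50% in the single dose screen; inactive = viability above 50%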;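 note: compound exposure lasted 72 h before the ATP readout; 100% = median luminescence of untreated cell-only wells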
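Test system: LL 47 human lung fibroblasts / Quantity: 1,150 cells in each well / Medium: IMEM growth medium with 15% fetal bovine serum / Incubation: 72 h compound exposure at 37 °C after overnight plating / Detection: CellTiter-Glo luminescence measuring cellular ATP / Read-out: % viability versus median cells-only luminescence / Benchmarks: cell-only wells, no compound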
ERa coact inh: ERα–SRC-1 coactivator interaction inhibitors, primary screen, biochemical, TR-FRET, ERα LBD, estradiol-bound; Estrogen receptor (Homo sapiens), P03372; TR-FRET ER-alpha LBD / SRC-1 peptide; inhibition, % at 25.6 µM; actives 1.7% (n = 86,000); AID 629, 2007; in the data active = inhibition above about 50%;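 note: 0% = receptor plus peptide control and 100% = peptide only without receptor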
H69AR growth 86K: proliferation blockers of H69AR lung cancer cells, primary screen, cell-based, human, 86K library. actives 6% (n = 85,000). H69AR lung tumor viability, ATP luminescence, 72 h; hits give low values. viability, % at 10 µM. AID 598, 2007;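 active = viability at or below 40%; inactive = viability above 40%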;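 note: multidrug resistant small cell line overexpressing MRP-1 efflux transporter; 100% = mean luminescence of untreated control wells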
HUVEC inhibit: inhibitors of HUVEC proliferation, primary screen, cell-based, 384-well | actives 1.1% (n = 86,000) | AID 648, 2007 | CellTiter-Glo luminescence, 72 h; hits give low values | viability, % at 10 µM (by protocol);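 active = viability at or below 30%; inactive = viability above 30%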;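 note: 100% = median luminescence of DMSO-only cell control wells on each plate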
MT1-MMP txn act: MT1-MMP promoter reporter activation – cell-based, luciferase luminescence, primary screen | HT1080 MT1-MMP promoter luciferase reporter, overnight; hits give high values | AID 750, 2007 | activation factor at 10 µM | actives 0.16% (n = 86,000);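 active = activation factor of at least 2 for MT1-MMP transcription at 10 µM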
ERa SRC1 pot: enhancers of ERα–SRC-1 coactivator binding, primary screen, biochemical, TR-FRET, ERα LBD, low estradiol; Estrogen receptor (Homo sapiens), P03372; TR-FRET ERalpha-LBD/SRC-Cy5 coactivator binding, 2 h; 100 = basal binding, no effect; coactivator binding (% of control), % at 25.6 µM; actives 1.3% (n = 86,000); in the data active = activity above about 200%;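 note: binding measured in presence of low estradiol as agonist stimulus; 0% = peptide alone without receptor and 100% = receptor with peptide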
CD11b adhes enh: enhancers of CD11b/CD18 adhesion to fibrinogen, primary screen, K562 cells, luminescence; Integrin beta-2 (Homo sapiens) + Integrin alpha-M (Homo sapiens), P05107+P11215; ATPlite luminescence; activation, % at 10 µM; actives 0.07% (n = 93,000);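 active = 10 µM primary screen giving 50% or more activity, confirmed by 40% or more on retest at that dose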; note: strong numbers were not always called active; reference of the scale not given here
ERb coact inh: inhibitors of ERβ-SRC1 coactivator interaction, primary screen, biochemical, TR-FRET, ERβ LBD, SRC-1 peptide; Estrogen receptor beta (Homo sapiens), Q92731; TR-FRET ER-beta LBD / SRC1-Cy5 peptide binding; receptor agonist-loaded with 1 µM estradiol; inhibition, % at 25.6 µM; actives 1.3% (n = 86,000); AID 633, 2007;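 active = compounds whose percent inhibition of the receptor-coactivator binding signal exceeds about 50% in the single-dose screen, limit read from the data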;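 note: 0% = receptor plus peptide wells without compound and 100% = peptide-only wells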
Target sequence (Q92731 whole entry, looked up, the tested form may be a part): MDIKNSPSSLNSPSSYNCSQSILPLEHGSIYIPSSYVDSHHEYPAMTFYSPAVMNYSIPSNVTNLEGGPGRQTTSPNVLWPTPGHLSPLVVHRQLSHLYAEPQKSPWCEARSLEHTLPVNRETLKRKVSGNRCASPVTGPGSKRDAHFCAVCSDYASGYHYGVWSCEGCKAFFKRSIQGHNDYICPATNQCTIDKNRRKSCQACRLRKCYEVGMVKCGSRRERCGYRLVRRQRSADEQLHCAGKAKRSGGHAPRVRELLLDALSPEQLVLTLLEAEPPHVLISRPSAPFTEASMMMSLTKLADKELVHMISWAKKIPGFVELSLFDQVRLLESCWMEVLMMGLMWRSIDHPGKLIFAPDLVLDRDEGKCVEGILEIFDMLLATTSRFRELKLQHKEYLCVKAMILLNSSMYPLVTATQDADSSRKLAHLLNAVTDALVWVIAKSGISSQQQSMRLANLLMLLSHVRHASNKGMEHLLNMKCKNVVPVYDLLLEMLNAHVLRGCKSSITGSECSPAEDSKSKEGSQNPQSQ
Smad3 inh: Smad3/FoxH1 peptide binding inhibitors, primary screen, biochemical, TR-FRET | Mothers against decapentaplegic homolog 3 (Homo sapiens), P84022 | TR-FRET Smad3/Dy647-FoxH1 peptide binding, europium anti-His | inhibition, % at 25 µM | actives 0.29% (n = 88,000) | AID 630, 2007;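 active = compounds that reduce the energy-transfer binding signal between the protein and its labelled peptide by more than half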;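 note: 0% = Smad3 plus labelled peptide maximal FRET and 100% = peptide-only background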
Target sequence (P84022 whole entry, looked up): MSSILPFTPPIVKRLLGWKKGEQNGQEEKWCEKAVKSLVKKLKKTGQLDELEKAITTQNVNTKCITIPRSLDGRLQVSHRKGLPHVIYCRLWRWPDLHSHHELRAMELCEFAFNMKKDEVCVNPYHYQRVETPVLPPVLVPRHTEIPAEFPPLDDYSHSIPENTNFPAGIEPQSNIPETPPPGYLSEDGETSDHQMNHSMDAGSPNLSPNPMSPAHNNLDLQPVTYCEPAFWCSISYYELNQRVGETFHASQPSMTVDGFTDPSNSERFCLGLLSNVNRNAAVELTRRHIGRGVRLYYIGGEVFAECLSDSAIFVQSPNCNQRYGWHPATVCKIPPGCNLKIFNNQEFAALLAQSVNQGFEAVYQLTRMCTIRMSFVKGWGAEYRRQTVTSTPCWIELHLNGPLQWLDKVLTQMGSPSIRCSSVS
* hit, by the source's call; . = not tested or not shown; [ ] = dose if it differs, or a comment. This is a subset; count on the stated rates, not on these rows.

SMILES	Fibroblast inh	ERa coact inh	H69AR growth 86K	HUVEC inhibit	MT1-MMP txn act	ERa SRC1 pot	CD11b adhes enh	ERb coact inh	Smad3 inh
Cc1ccc(N2CC(C(=O)Nc3nnc(C(C)C)s3)CC2=O)cc1 (centres undefined)	91	5[fluorescence artefact?]	88	87	1.1	115	2	10[fluorescence artefact?]	-2
CCOc1ccc(N2C(=O)c3ccc(C(=O)OCc4c(C)noc4C)cc3C2=O)cc1	72	43	36*	42	1.1	111	-1	12	11
O=C(CSc1nnc(CNc2ccc(F)cc2)n1Cc1ccccc1)N1CCOCC1	102	1	98	103	1.1	94	4	-5	-6
COC(=O)c1cc(NC(=O)C2COc3ccccc3O2)ccc1Cl (centres undefined)	106	-1	78	90	1.1	108	.	-3	3
O=C(NC1(C(=O)NC2CCCCC2)CCCCC1)c1ccccn1	94	-4	101	92	1.3	97	-3	-12	-8
CCOC(=O)N1CCC(NC(=O)CC(NS(=O)(=O)c2ccc(Cl)cc2)c2ccco2)CC1 (centres undefined)	98	3	73	97	1.4	135	6	-2	-3
O=C(CN(CCc1ccccc1)C(=O)CNS(=O)(=O)c1ccccc1)NCc1ccco1	106	-3	96	79	1.1	122	1	3	-5
Cc1ccccc1N1C(N)=NC(N)=NC1(C)C	102	-5	78	95	1.1	128	4	5	-1
COc1cc2c3c(c1)/C(=C1/SC(NC(C)=O)=NC1=O)C(=O)N3C(C)(C)C=C2C	92	77*[fluorescence artefact?]	53	79	1.1	49[fluorescence artefact?]	93	54*	11
CCN(CC)C(=O)c1c(C)nc2ccccn12	97	-2	102	93	.	138[fluorescence artefact?]	0	-15	8
CC1CCN(C(=O)N2c3ccccc3Sc3ccccc32)CC1	93	-2	104	86	1.1	84	-1	-6	5
CC(Sc1nc2ccccc2o1)C(=O)O (centres undefined)	95	-2	93	78	1.7	118	-5	-2	-3
COc1ccc(C(=O)NC(=O)CSc2nnc(-c3ccco3)n2-c2ccccc2)cc1	102	7	95	94	1.1	105	2	8	7
COC(=O)C1=C(C)Nc2nnnn2C1c1ccco1 (centres undefined)	93	-10[fluorescence artefact?]	89	93	1	76	1	21[fluorescence artefact?]	4
NC(=O)c1ccc(NC(=O)C2CCCO2)cc1 (centres undefined)	102	-8	85	91	1.1	99	.	-10	-3
CCOCC(=O)Nc1ccccc1C(=O)OCC	106	-1	101	103	1.1	107	0	5	-19
N#CCn1nnc(-c2ccc3c(c2)OCO3)n1	101	13	132	107	1.2	78[fluorescence artefact?]	-5	9	4
COc1cccc(C(=O)Nc2ccc(NC(=O)C(C)(C)C)cn2)c1	.	2	37*	100	0.3	96	-4	0	-6
CCCc1nc2c(nnn2Cc2ccccc2)c(=O)[nH]1	99	2	99	96	1.1	123	-4	2	-2
Cc1ccc(N2C(=O)N(CC(=O)NCc3ccc(Cl)cc3)C(=O)C2C)cc1 (centres undefined)	102	-7	96	98	1.2	97	.	-10	14[fluorescence artefact?]

Given field by field: part of the list above.
CC1CCN(C(=O)N2c3ccccc3Sc3ccccc32)CC1
- Fibroblast inh: 93
- ERa coact inh: -2
- H69AR growth 86K: 104
- HUVEC inhibit: 86
- MT1-MMP txn act: 1.1
- ERa SRC1 pot: 84
- CD11b adhes enh: -1
- ERb coact inh: -6
- Smad3 inh: 5

Cc1ccc(N2C(=O)N(CC(=O)NCc3ccc(Cl)cc3)C(=O)C2C)cc1 (centres undefined)
- Fibroblast inh: 102
- ERa coact inh: -7
- H69AR growth 86K: 96
- HUVEC inhibit: 98
- MT1-MMP txn act: 1.2
- ERa SRC1 pot: 97
- CD11b adhes enh: .
- ERb coact inh: -10
- Smad3 inh: 14[fluorescence artefact?]

NC(=O)c1ccc(NC(=O)C2CCCO2)cc1 (centres undefined)
- Fibroblast inh: 102
- ERa coact inh: -8
- H69AR growth 86K: 85
- HUVEC inhibit: 91
- MT1-MMP txn act: 1.1
- ERa SRC1 pot: 99
- CD11b adhes enh: .
- ERb coact inh: -10
- Smad3 inh: -3

CC(Sc1nc2ccccc2o1)C(=O)O (centres undefined)
- Fibroblast inh: 95
- ERa coact inh: -2
- H69AR growth 86K: 93
- HUVEC inhibit: 78
- MT1-MMP txn act: 1.7
- ERa SRC1 pot: 118
- CD11b adhes enh: -5
- ERb coact inh: -2
- Smad3 inh: -3

Other compounds.
SMILES	Fibroblast inh	ERa coact inh	H69AR growth 86K	HUVEC inhibit	MT1-MMP txn act	ERa SRC1 pot	CD11b adhes enh	ERb coact inh	Smad3 inh
COC(=O)c1cc(NC(=O)C2CCCN(S(=O)(=O)c3c(C)n[nH]c3C)C2)cc(C(=O)OC)c1 (centres undefined)	96	.	96	72	1.1	.	.	.	.
CCN1C(=O)/C(=C2/Sc3ccc(OC)cc3N2C)SC1=Nc1ccc(C)cc1	100	19	66	95	1.5	140	.	5	6
COc1cccc(C(=O)Nc2ccccc2N2CCOCC2)c1	96	-6	83	96	1.1	111	-3	-21	14
CCN(CCCNC(=O)Cn1ncc2c(=O)oc3ccccc3c21)c1cccc(C)c1	95	5	58	92	1.1	178	-2	-2[fluorescence artefact?]	-13
CCOC(=O)c1[nH]c(C)c(C)c1C	98	-3	88	97	1.1	120	14	-3	-2
CCCCN(CCCC)CC(O)CN1C(=O)NC(C)(C)C1=O (centres undefined)	105	8[fluorescence artefact?]	96	97	.	111	-4	-2[fluorescence artefact?]	5[fluorescence artefact?]
COc1ccc(OC)c(-c2cc(C(=O)Nc3cccc(Cl)c3)no2)c1	94	29[fluorescence artefact?]	34*	82	1.6	93	17	-3	7
COc1ccc(/C(N)=N/OC(=O)c2cccc([N+](=O)[O-])c2)cc1	94	1	63	77	1.4	94	2	4	-14
CCn1c(O)c(C2=NCCCC2)c2ccccc21	94	-11	72	95	1.1	113	-2	6	-2
COc1cc2c(cc1NC(=O)CSc1nnnn1-c1ccccc1)oc1ccccc12	76	19	19*	57	1.2	97	-3	15	8
Cc1ccc(-n2ncc3c(=O)n(CC(=O)NCc4ccco4)cnc32)cc1C	98	5	56	67	1.2	101[fluorescence artefact?]	-3	14	3
CCCC(C(=O)NC1CCCC1)N(C(=O)Cn1nnc(-c2ccc(C)o2)n1)c1ccccc1OC (centres undefined)	93	-6	95	104	1.1	112	-4	-2	5
Clc1ccccc1-c1nnc2sc(-c3ccncc3)nn12	101	-7	87	100	1	106	-2	-10	6
N#Cc1ccc(-c2ccc(OCC(O)Cn3nnc4ccccc43)cc2)cc1 (centres undefined)	101	6	51	70	1.3	122	.	2	3
Cc1cc(NC(=O)C2C3C=CC(C3)C2C(=O)O)no1 (centres undefined)	100	-8	99	99	1.1	112	-3	-10	-4
COc1ccccc1NC(=O)N(Cc1cc2cc(OC)c(OC)cc2[nH]c1=O)CC1CCCO1 (centres undefined)	99	-3	79	86	1	126	-2	-10	14
Cn1c(=O)c2cc(S(=O)(=O)NCCC(=O)NC3CCCCCCC3)ccc2n(C)c1=O	94	5	96	99	0.9	111	-2	2	10
CN1C(=O)c2ccc(N3CCCC3)cc2C1=O	98	-13	82	95	1.2	105	1	-5[fluorescence artefact?]	5
Cc1ccc(N(Cc2ccc(C(=O)NC3CCCCC3)cc2)S(C)(=O)=O)cc1C	91	-7	19*	62	1.3	112	-4	0	6
O=C(Cn1c(=O)n(-c2ccccc2)c(=O)c2sccc21)N1CCCC1	101	3	81	104	1.2	113	-2	-7	5
O=c1[nH]c(CSc2nc3ccccc3o2)nc2c1cnn2-c1ccccc1	104	-31	18*	77	1.1	112	5	14	1
CC[C@@H](C)[C@H](NC(=O)C1CCN(C(=O)[C@@H](NS(=O)(=O)c2ccc(C)cc2)C(C)C)CC1)C(=O)O	101	-7	96	107	1	117	0	6	5
Cc1ccc(OCCCN2CCCC2)c(C)c1	93	-3	91	80	1.2	99	-1	-6	6
c1ccc(-c2csc(Nc3cccnc3)n2)nc1	102	-3	67	107	1.6	107	-2	-6	-3
CN(CC(=O)NCCc1ccccc1)S(=O)(=O)c1cccc2nsnc12	100	.	93	86	1.2	.	.	.	.
COC(=O)CNc1c(-c2ccccc2)nc2ccc(Br)cn12	.	6	.	.	1.2	69	-1	6	-9
CCOc1ccc(N2C(=O)CC(NCc3ccc(F)cc3)C2=O)cc1 (centres undefined)	97	4	90	87	1.1	128	-2	3	0
Cc1cccc(NC(=S)NC2CC3CCCC(C2)N3CC(C)C)c1C (centres undefined)	96	-40	90	85	1.1	91	.	-14	1
Cc1oc2ccc(OCc3ccccc3F)cc2c1C(=O)O	108	8[fluorescence artefact?]	94	103	1.1	105[fluorescence artefact?]	-1	28[fluorescence artefact?]	11
Cc1ccc(CNC(=O)CN(C2CCCCC2)S(C)(=O)=O)cc1	104	-1	109	93	1.3	118	.	-4	12
CC1=CC(C)(C(Cl)Cl)C(C)=CC1=O (centres undefined)	96	-1	99	100	1.1	89	.	-3	-10
O=C(Nc1ccccc1Cl)N1CCN(c2ccccn2)CC1	103	-10	88	106	1.1	123	.	-5	3
NS(=O)(=O)c1ccc(-c2ccc(C=NC3CCS(=O)(=O)C3)o2)cc1 (centres undefined)	105	6	87	105	1.2	93[fluorescence artefact?]	-2	0	2
CCOC(=O)C1=C(C)NC(=S)N(C(C)=O)C1c1ccc(Cl)cc1 (centres undefined)	90	37[fluorescence artefact?]	70	78	1.3	58	.	13	-3
Cc1c(C(=O)NCc2cccnc2)sc2nc(-c3ccc(F)cc3)cn12	104	-5	89	98	1.2	120[fluorescence artefact?]	2	-9	11
N#Cc1nc(-c2cccs2)oc1NCc1ccc(Cl)cc1	92	-2	98	93	1	99[fluorescence artefact?]	-3	-2	-3
O=C(NCc1cccnc1)c1ccc(COc2cccc3ccccc23)o1	95	12	53	87	0.9	92	-2	7	-9
COCCNC(=O)CSc1nc2ccccc2c2nc(C)nn12	100	-16	83	92	1	114	0	-23	1
O=C(Nc1ccccc1)c1sc2cc(C(F)(F)F)cnc2c1-c1cccs1	109	19[fluorescence artefact?]	86	101	0.8	210*[fluorescence artefact?]	4	17[fluorescence artefact?]	8
COC(=O)C1Sc2[nH]c(=O)sc2C(c2ccc(Cl)cc2)C1C(=O)OC (centres undefined)	89	12	76	82	1.2	84	-1	7	-2
Cc1cccc(C)c1OCCCN1CCCC1	98	-11	102	87	1.1	102	-2	-6	17
O=c1c2c(nc3n1CCCCC3)sc1c(O)c(Br)ccc12	107	12	82	103	1.2	71	-4	26	23
COc1cc(C2C(C#N)=C(N)OC3=C2C(=O)CC(C)(C)C3)ccc1OC(=O)N1CCOCC1 (centres undefined)	95	-4	91	97	1	105	5	-1	5
CCOC(=O)N1CCN(C(=O)CN(c2ccccc2OC)S(=O)(=O)c2ccc(C)cc2)CC1	98	-34	84	85	1	107	-2	-19[fluorescence artefact?]	-4
CC1CCN(CCC(=O)Nc2ccc3c(c2)CCC3)CC1	99	-1	90	91	1.1	100	.	-6	-1
CSc1ccccc1NC(=O)c1c(C)noc1C	93	20	102	94	1.2	112	3	-4	2
COC(=O)C1=C(C)NC(=O)C1(Nc1ccc(Cl)cn1)C(F)(F)F (centres undefined)	100	-13	107	97	1	115	6	-12	-1
CCCC(c1nnnn1CC1CCCO1)N1CCN(c2nc3ccccc3s2)CC1 (centres undefined)	95	-9	65	101	1.1	115	.	-9	-12
